# Screens deposited in PubChem by several laboratories.
# Abs 340nm: absorbance at 340 nm | fold change at 10 µM | 65,000 tested, under 10 active | compound absorbance at 340 nm, fold over control;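 active means at 10 µM dose, initial 340 nm absorbance at least 2 fold that of control wells; inactive means change under 2 fold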;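 further: initial absorbance extrapolated from kinetic A340 decline of NADH oxidation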
# FXIa inh mix: factor XIa (human) inhibition, mixture screen. purified FXIa, fluorogenic substrate, pooled mixtures. 62,000 compounds, 0.19% hits. inhibition, % at 5 µM. P03951;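 further: each value is inhibition by a whole ten-compound pool holding the compound; 0% = enzyme with no mixture and 100% = wells lacking enzyme; strong numbers were not always called active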
# FXIIa mix inh: inhibitors of human coagulation factor XIIa, pooled mixtures; 62,000 compounds, 0.2% hits; P00748; purified FXIIa, fluorogenic substrate; inhibition, % at 5 µM;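 further: 0% = enzyme without compound and 100% = no enzyme blank; some results filed as inactive read as strong as hits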
# Target sequence (P00748 20-372 limits assumed): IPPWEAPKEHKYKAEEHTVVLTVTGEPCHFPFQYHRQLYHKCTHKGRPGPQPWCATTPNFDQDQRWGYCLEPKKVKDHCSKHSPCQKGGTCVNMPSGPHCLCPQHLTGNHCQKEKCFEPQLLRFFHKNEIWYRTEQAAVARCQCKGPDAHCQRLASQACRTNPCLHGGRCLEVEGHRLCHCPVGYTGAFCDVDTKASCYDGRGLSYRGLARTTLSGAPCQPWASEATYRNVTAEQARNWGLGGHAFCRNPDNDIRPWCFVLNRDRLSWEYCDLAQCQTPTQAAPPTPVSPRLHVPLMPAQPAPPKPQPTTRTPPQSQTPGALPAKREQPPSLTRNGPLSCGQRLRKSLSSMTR
# Target sequence (P00748 373-615 limits assumed): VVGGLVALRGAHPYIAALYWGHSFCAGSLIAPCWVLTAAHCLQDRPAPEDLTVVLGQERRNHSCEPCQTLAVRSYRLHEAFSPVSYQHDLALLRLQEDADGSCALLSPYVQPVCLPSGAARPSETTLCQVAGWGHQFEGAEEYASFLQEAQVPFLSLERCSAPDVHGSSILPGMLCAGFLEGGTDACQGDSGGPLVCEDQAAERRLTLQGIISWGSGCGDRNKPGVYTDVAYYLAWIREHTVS
# Cdc25B inh: inhibitors of human Cdc25B phosphatase. recombinant Cdc25B, OMFP fluorescence Ex485/Em525. inhibition, %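 (compounds tested at 10 µM final in the well)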. 65,000 compounds, 0.1% hits. P30305; in the data active means inhibition above about 50%
# DUSP1 inh: inhibitors of human MKP-1 phosphatase. P28562. recombinant MKP-1, OMFP hydrolysis fluorescence. inhibition, %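 (compounds tested at a single concentration somewhere between 10 and 100 µM)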. 65,000 compounds, 0.15% hits. AID 374;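 active means inhibition above about 50%, limit read from the data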;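 further: 0% = DMSO max control wells and 100% = wells with enzyme stopped by NaOH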
# Target sequence (P28562 whole entry, looked up): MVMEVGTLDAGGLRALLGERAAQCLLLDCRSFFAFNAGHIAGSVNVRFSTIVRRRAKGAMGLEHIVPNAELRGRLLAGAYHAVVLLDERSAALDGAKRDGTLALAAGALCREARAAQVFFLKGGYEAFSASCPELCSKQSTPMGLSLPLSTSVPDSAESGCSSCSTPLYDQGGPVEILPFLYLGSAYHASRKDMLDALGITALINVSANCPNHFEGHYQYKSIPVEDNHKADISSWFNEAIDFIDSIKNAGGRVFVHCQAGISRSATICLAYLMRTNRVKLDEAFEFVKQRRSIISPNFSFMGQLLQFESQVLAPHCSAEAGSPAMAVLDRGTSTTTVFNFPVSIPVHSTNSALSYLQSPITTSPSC
# AP complement: alternative pathway complement inhibition, orthogonal assay | Human serum alternative complement pathway, LPS-coated ELISA, C3 deposition; tested in compound mixtures | inhibition, % at 5 µM | 62,000 compounds, 0.08% hits | AID 1235;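 active means inhibition above 30% in each of the two pooled mixtures holding the compound, so the lower value exceeds 30%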;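 further: 0% = serum in Mg-EGTA without compound and 100% = EDTA serum blank; some compounds past the cut are filed as inactive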
#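 Assay system: human serum alternative complement pathway, C3 deposition on LPS-coated wells; Dosing: 5 µM per compound in ten-compound mixtures; Detection: Anti-C3 ELISA, OD 450 nm; Buffer or medium: Mg2+-EGTA GVB++ buffer containing human serum at 1:15 dilution; Timing: 1 h at 37 °C; Replication: two different pools per compound.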
# MMP13 inh: blocks human MMP13 activity | MMP-13 fTHP FRET cleavage, Mca fluorescence | inhibition, % at 4 µM | 65,000 compounds, 0.07% hits;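 active means inhibition above the mean of compound-free control plate wells plus 3 SD, cut at about 14% in these data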;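 further: 0% = DMSO wells and 100% = wells with reference MMP-13 inhibitor after basal subtraction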
# Hsp90 block: displaces geldanamycin probe from tumor Hsp90; P07900; NCI-N417 lysate Hsp90, Cy3B-geldanamycin FP displacement; inhibition, % at 30 µM; 64,000 compounds, 0.35% hits; AID 429;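 active means inhibition above 50%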;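 further: 0% = tracer plus lysate wells and 100% = tracer alone without lysate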
# JNK3 inh: blocks human JNK3 kinase activity | P53779 | purified JNK3 kinase activity, HTS | inhibition, % at 8 µM | 60,000 compounds, 0.61% hits; in the data active means inhibition above about 17%;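 further: 0% = DMSO and 100% = reference inhibitor; many of its hits are not listed in these tables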
# Active calls of the source: *; . = not tested or not shown; & = joins results of further samples; [ ] = dose if it differs, or a comment. Unless noted, no stated cut-off is given here; in the data, active means inhibition above about 20% (passing the limit was not always enough); inactive means the rest.
[1] CC1(C(=O)CSc2ncn[nH]2)CCC(=O)O1 (stereo not given)
[2] COc1ccccc1C(=O)Nc1ccc2c(c1)OCO2
[3] CCOC(=O)Cc1c(C)c2c(O)cc(O)cc2oc1=O
[4] CCOC(=O)c1ccc(NC(=O)CSc2nc(C)nc3c2c(=O)n(C)c(=O)n3C)cc1
[5] Cn1c(=O)[nH]c(=O)c2c1nc(CN1CCN(c3ccc(F)cc3)CC1)n2CCc1ccccc1
[6] CCOC(=O)N1CCN(S(=O)(=O)c2ccc(OC)c3ccccc23)CC1
[7] Cc1ccc(S(=O)(=O)c2c(C)nn(C(C)(C)C)c2OC(=O)c2cccs2)cc1
[8] Cc1nn(-c2ccccc2)c2sc(C(=O)N(CC(=O)NC(C)(C)C)Cc3ccco3)cc12
assay / compound,1,2,3,4,5,6,7,8
Abs 340nm,1,1.1,1.1,1,1,1,1,1
FXIa inh mix,8,2,-3,-1,.,3,8,-9
FXIIa mix inh,1,2,-20,5,.,-5,11,0
Cdc25B inh,-24,7,-8,2,4,5,-6,13
DUSP1 inh,-28,-3,-2,37,36,0,6,33
AP complement,-7,17,5,-2,.,2,7,15
MMP13 inh,6,.,-102[fluorescence artefact?],9,-26,5,1,-4
Hsp90 block,-3,.,1,-2,-2,-5,-4,0
JNK3 inh,2,.,.,-8,9,-4,-5,4

[9] COc1cc(C2=NOC(C(=O)NCc3ccco3)C2)cc(OC)c1OC (stereo not given)
[10] CCCCOC(=O)CSc1nnc(N)s1
[11] Cc1ccc2nc(N3CCN(C(=O)c4cccs4)CC3)c(C#N)cc2c1
[12] COc1cc(NC(=O)COc2ccc(-n3cnnn3)cc2)c(OC)cc1Cl
[13] COc1ccccc1NC(=O)CC(NCc1ccccc1)C(=O)O (stereo not given)
[14] COC(=O)c1cccc(N(C(=O)CNC(=O)c2ccco2)C(C(=O)NC2CCCC2)c2ccco2)c1 (stereo not given)
[15] COc1ccc(OC)c(S(=O)(=O)Nc2cc(OC)c(Cl)cc2OC)c1
[16] COCCCNC(=O)CN(Cc1ccc(Cl)cc1)S(C)(=O)=O
assay / compound,9,10,11,12,13,14,15,16
Abs 340nm,1,1,0.98,1.1,0.98,1,1,1.1
FXIa inh mix,-1,2,-24,2,0,-2,-2,7
FXIIa mix inh,-3,0,3,-19,-1,1,-3,10
Cdc25B inh,-1,-7,-8,-8,-14,5,-3,-19
DUSP1 inh,-1,4,-2,12,-13,31,-2,-11
AP complement,-4,-14,9,13,9,29,-3,14
MMP13 inh,1,1,-16,4,10,-3,0,-2
Hsp90 block,-4,-1,-5,.,2,-1,-1,0
JNK3 inh,-2,-3,-2,.,1,-4,-1,6

[17] COc1ccc(Br)cc1C(=O)O
[18] Cc1cc(-n2c(SCC(=O)NCc3cccs3)nc3n[nH]c(C)c3c2=N)ccc1Cl
[19] CCNC(=O)c1ccccc1NC(=O)c1cccc(S(=O)(=O)N2CCC(C)CC2)c1
[20] Brc1ccc(CSc2ncn[nH]2)cc1
[21] CN(C)c1ccc(C(=O)c2ccccc2C(=O)O)c(O)c1
[22] CC(=O)Nc1nc(CC(=O)c2ccccc2)cs1
[23] Cc1ccc(S(=O)(=O)N2CCC(C(=O)N[C@@H](C)C(=O)Nc3ccc4c(c3)OCO4)CC2)cc1
[24] COc1cc(SC)ccc1C(=O)Nc1ccon1
assay / compound,17,18,19,20,21,22,23,24
Abs 340nm,1,1,1,1,1.2,1,1,1
FXIa inh mix,-4,5,3,4,0,36*,8,-1
FXIIa mix inh,3,47,10,3,3,-13,11,-7
Cdc25B inh,-6,-1,2,-8,21,-10,2,-6
DUSP1 inh,26,28,-1,7,4,5,-16,-2
AP complement,11,-6,-1,-5,6,9,10,-13
MMP13 inh,0,6,4,9,-5,-5,2,3
Hsp90 block,0,-4,-5,-4,-1,1,65*,4
JNK3 inh,-1,-3,-4,1,0,0,1,0

[25] COc1ccccc1C(=O)Nc1ncc2c(n1)CC(c1ccco1)CC2=O (stereo not given)
[26] COc1ccccc1-c1cc(N)n[nH]1
[27] COc1cccc(OC)c1C(=O)Nc1ccc(S(=O)(=O)Nc2cc(C)nc(C)n2)cc1
[28] Cc1ccc(S(=O)(=O)NCC(=O)N(CCc2ccccc2)CC(=O)NCc2ccco2)cc1
[29] CC1(C)C(=O)Nc2ccccc2N1C(=O)CN1C(=O)c2ccccc2C1=O
[30] CCN(CC)CCCNC(=O)Cn1cc2c(n1)CCC(C)C2 (stereo not given)
[31] Cc1ccc(-c2nnc(N(C)C(=O)C3CCCO3)s2)cn1 (stereo not given)
[32] CCOC(=O)N1CCN(C(=O)c2nc3ccccc3s2)CC1
assay / compound,25,26,27,28,29,30,31,32
Abs 340nm,1,1,1,1,1,1,1,1
FXIa inh mix,3,-14,7,1,4,-5,-24,7
FXIIa mix inh,11,19,-13,1,1,3,4,-12
Cdc25B inh,-4,10,3,1,2,-1,-12,-5
DUSP1 inh,-16,-1,15,-18,-1,1,-14,-1
AP complement,-3,11,-3,28,9,10,0,16
MMP13 inh,0,-3,0,1,2,-1,0,4
Hsp90 block,5,-3,-3,-2,4,0,-4,1
JNK3 inh,3,-2,.,-7,4,7,2,-3

[33] Cc1cccc(N2CCCn3c2nc2c3c(=O)n(CC(=O)OCc3ccccc3)c(=O)n2C)c1
[34] CCc1ccc(NC(=O)Nc2cccs2)cc1
[35] Cc1ccc(S(=O)(=O)N2CCN(C(=O)CSc3nnnn3C)C2)cc1
[36] C=CCSc1nnc(-c2ccccc2NC(C)=O)c(=O)[nH]1
[37] CCCSc1nnc(-c2c[nH]c3ccccc23)n1CC
[38] Cn1nc(-c2ccc(Cl)cc2)c2cc(C(=O)N3CCN(c4ccccc4)CC3)sc21
[39] CCOC(=O)c1c(C)[nH]c(C(=O)COC(=O)c2ccc(N3CCCC3=O)cc2)c1C
[40] Cc1noc(C)c1CSc1nnc2scc(-c3ccccc3)n12
assay / compound,33,34,35,36,37,38,39,40
Abs 340nm,1,0.98,1,1,1.1,1.1,1,0.99
FXIa inh mix,8,2,10,-1,9,7,3,1
FXIIa mix inh,-2,2,5,8,2,-14,9,-15
Cdc25B inh,-1,-10,-2,-12,-3,1,0,5
DUSP1 inh,15,-6,-5,8,11,5,22,-1
AP complement,0,23,13,-5,9,13,17,14
MMP13 inh,-2,-1,4,-1,8,0,0,-204
Hsp90 block,-2,-5,1,-2,-1,-2,-1,2
JNK3 inh,-6,-2,7,-5,0,-8,-2,-11

[41] O=C(CNS(=O)(=O)c1ccc(F)cc1)N1CCN(c2ccccc2)CC1
[42] Cc1ccc2c(c1)NC(=O)C(CC(=O)Nc1ccc(CN3CCC(C)CC3)cc1)O2 (stereo not given)
[43] COCCN(C(=O)C(F)(F)F)C(C(=O)NC1CCCCC1)c1ccco1 (stereo not given)
[44] Cn1c(SCC(=O)N2CCCc3ccccc32)nnc1-c1ccccc1
[45] COc1ccc(C(=O)NC2(C(F)(F)F)N=C3SCCN3C2=O)cc1 (stereo not given)
[46] COc1cc2ccc(=O)oc2c(O)c1OCC=C(C)C
[47] COc1ccc(C)cc1NC(=O)CN(C)S(=O)(=O)c1cccs1
[48] N#Cc1ccc(NC(=O)N2CCC(c3nc4c(nnn4Cc4cccc(Cl)c4)c(=O)[nH]3)CC2)cc1
assay / compound,41,42,43,44,45,46,47,48
Abs 340nm,1.1,1,1,1,1,1.1,1.1,1
FXIa inh mix,6,25,.,1,3,10,5,6
FXIIa mix inh,-19,1,.,2,4,24,9,4
Cdc25B inh,-5,-2,-11,-10,-10,0,-2,-15
DUSP1 inh,-3,-9,-2,13,-8,-5,10,1
AP complement,8,11,.,-10,25,0,4,19
MMP13 inh,5,2,4,2,4,-4,3,4
Hsp90 block,-2,-6,-2,-2,-6,27,4,2
JNK3 inh,0,-7,5,5,-7,-6,.,-3

[49] O=C(CSc1nnc(-c2ccccc2)o1)Nn1cnnc1
[50] CCOC(=O)c1ccccc1NC1CC(=O)N(c2ccccc2C)C1=O (stereo not given)
[51] O=C1OC(Nc2ccc(F)cc2F)c2ccccc21 (stereo not given)
[52] COc1cc2[nH]c(=O)n(CCCCCC(=O)N3CCN(c4ccccn4)CC3)c(=O)c2cc1OC
[53] CCOCCOC(=O)c1cccc(NC(=O)OCC)c1
[54] CCn1nnc(-c2ccccc2NS(=O)(=O)c2ccc(S(=O)(=O)N3CCCCCC3)cc2)n1
[55] CC1CC(C)CN(CCCNC(=O)CC2Oc3ccccc3NC2=O)C1 (stereo not given)
[56] CC(Oc1ccccc1)C(=O)Nc1ccc(C(N)=O)cc1 (stereo not given)
assay / compound,49,50,51,52,53,54,55,56
Abs 340nm,1,1,1,1,1,0.99,1,1
FXIa inh mix,5,-1,4,-3,3,-2,7,8
FXIIa mix inh,3,-21,-1,-2,-1,-17,6,1
Cdc25B inh,-6,-12,16,-22,1,-8,-5,-8
DUSP1 inh,-20,10,-12,14,-1,-2,1,0
AP complement,3,10,13,10,9,6,14,14
MMP13 inh,-4,-159[fluorescence artefact?],-1,3,0,4,7,5
Hsp90 block,4,-4,2,-1,0,-2,-2,-2
JNK3 inh,4,3,0,.,5,4,4,0

[57] COC(=O)C(C)Sc1nnc(Cc2cc(=O)[nH]c(=O)[nH]2)n1-c1ccc(OC)cc1 (stereo not given)
[58] CN1CCN(CCCN2c3ccccc3Sc3ccc(Cl)cc32)CC1
[59] O=C(CCNC(=O)Cn1ccc2ccccc2c1=O)NCCN1CCc2ccccc2C1
[60] Cn1cc(Cl)c(C(=O)NC2CCCC2)n1
[61] O=C(NCC1CCCO1)Nc1cccc(Cl)c1 (stereo not given)
[62] Cc1nc(SCc2c(F)cccc2Cl)n[nH]1
[63] COc1cccc(C(=O)N(Cc2ccc3c(c2)OCO3)Cc2nc3ccccc3c(=O)[nH]2)c1
[64] O=C(CS(=O)(=O)Cc1ccccc1)N1CCc2ccccc21
assay / compound,57,58,59,60,61,62,63,64
Abs 340nm,1.1,0.98,1,0.98,1,1,0.98,1
FXIa inh mix,6,1,-2,5,-10,6,8,10
FXIIa mix inh,3,11,5,-21,2,4,3,-6
Cdc25B inh,5,-5,16,-13,-1,4,-1,-9
DUSP1 inh,0,-4,12,-2,9,13,7,4
AP complement,11,14,-10,-11,6,5,6,11
MMP13 inh,-3,2,-4,3,5,2,0,4
Hsp90 block,-1,1&5,-6,-1,-3,-3,1,-12
JNK3 inh,-6,-2,4,3,-6,-8,-10,3
